Screening results (PubChem)
DRD3 antagonist – antagonists of human D3 dopamine receptor. P35462. D3R cells, DiscoveRx beta-arrestin luminescence, antagonist mode; active compounds read low. max response, negative = inhibition, %. 360,000 compounds, 2.5% hits; in the data active = max response below about -50%; inconclusive = no clear call, values can overlap the other calls; note: % is set by controls: 0 for no effect and ±100 for the full control effect; mostly tested at two doses, the higher about 12 µM
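Cells expressing the human receptor were seeded at 1500 cells/well, incubated overnight at 37 degrees C in 5% CO2, then exposed to library compounds with dopamine controls for 90 minutes at 37 degrees C before luminescent detection.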
EPAC2 ag – activates human EPAC2 exchange factor | 360,000 compounds, 0.079% hits | Potency, µM (highest dose often 154 µM), inactives show at the top dose activation, most hits filed as activators | EPAC2 activation, biochemical qHTS; response scale: 100% = 6.5 mM cAMP response; note: potency is the fitted concentration of half-maximal effect; nearly all actives have a fitted effect of over 50% in size
Target sequence (Q8WZA2 whole entry, looked up): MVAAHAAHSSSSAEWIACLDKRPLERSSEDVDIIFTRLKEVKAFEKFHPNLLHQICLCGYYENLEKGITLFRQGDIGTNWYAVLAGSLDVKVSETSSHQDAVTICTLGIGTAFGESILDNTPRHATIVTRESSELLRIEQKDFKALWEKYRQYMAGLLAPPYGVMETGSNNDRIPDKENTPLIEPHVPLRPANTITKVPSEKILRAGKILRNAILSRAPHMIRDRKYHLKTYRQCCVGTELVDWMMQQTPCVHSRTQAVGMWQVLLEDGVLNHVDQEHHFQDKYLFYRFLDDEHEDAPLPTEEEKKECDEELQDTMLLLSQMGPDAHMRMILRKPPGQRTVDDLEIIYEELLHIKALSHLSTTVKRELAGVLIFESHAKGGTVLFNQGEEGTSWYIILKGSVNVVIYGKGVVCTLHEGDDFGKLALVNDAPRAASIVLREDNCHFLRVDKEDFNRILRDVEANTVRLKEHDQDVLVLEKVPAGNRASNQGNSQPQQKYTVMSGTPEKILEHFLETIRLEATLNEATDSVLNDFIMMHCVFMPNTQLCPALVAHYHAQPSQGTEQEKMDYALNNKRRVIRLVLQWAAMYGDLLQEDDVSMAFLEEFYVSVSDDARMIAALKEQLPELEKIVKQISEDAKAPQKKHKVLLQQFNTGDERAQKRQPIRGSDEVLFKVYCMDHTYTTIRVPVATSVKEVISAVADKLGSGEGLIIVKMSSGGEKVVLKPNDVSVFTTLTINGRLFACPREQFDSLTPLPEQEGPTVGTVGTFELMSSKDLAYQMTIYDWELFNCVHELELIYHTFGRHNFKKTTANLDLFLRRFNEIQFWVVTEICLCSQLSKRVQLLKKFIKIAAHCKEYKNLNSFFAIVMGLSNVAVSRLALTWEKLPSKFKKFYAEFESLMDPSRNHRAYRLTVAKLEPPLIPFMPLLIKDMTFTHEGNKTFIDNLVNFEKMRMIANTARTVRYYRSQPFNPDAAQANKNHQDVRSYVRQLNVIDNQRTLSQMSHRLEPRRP
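Setup: EPAC2 100 nM, labeled Rap1B complex 250 nM, free GDP 50 uM. Compound titrations pinned in, brief spin, 5 min room temperature incubation. Kinetic fluorescence read over 30 min, normalized to 6.5 mM cAMP.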
Abeta yeast res – restores growth of yeast expressing A-beta42 peptide. yeast expressing A-beta42, growth rescue, OD600, 48 h; response scale: 0% DMSO, 100% iron-clioquinol control. Potency, µM (series often up to 46.1 µM), for inactives: at the top dose growth rescue, usual class: activators. 410,000 compounds, 0.063% hits; note: potency is the fitted concentration of half-maximal effect; nearly all actives have a fitted effect of over 55% in size
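Yeast A-beta toxicity model in growth medium with pinned compounds, 48 h at 30 C; growth read as absorbance at 600 nm. Normalized to FeCl3/clioquinol equimolar mix (positive) and DMSO (negative).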
FUS yeast rescue – suppressors of FUS proteinopathy in yeast | S. cerevisiae FUS-expressing, growth rescue, OD600, 24 h | Potency, µM (top dose mostly 76.6 µM), for inactives: at the highest dose growth rescue (activation), actives largely listed as activators | 390,000 compounds, 0.24% hits | AID 1347120;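 note: potency is the fitted concentration of half-maximal effect; plate controls were DMSO vehicle for no effect and reference control for full effect; nearly all actives have a fitted effect of over 55% in size; some results filed as inactive show a strong effect at the top dose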
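S. cerevisiae expressing FUS from galactose induction served as the toxicity model. Growth after 24hr at 30C, read as absorbance at 600 nm, indicates suppression of toxicity; compounds dosed at several concentrations.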
aSyn yeast inh – inhibitors of alpha-synuclein toxicity in yeast; 370,000 compounds, 0.14% hits; Yeast expressing alpha-synuclein, growth rescue, BacTiter-Glo, 24 h; Potency, µM (series often up to 46.1 µM), for the others: at the highest dose growth rescue (activation), usual class: activators; note: potency is the fitted concentration of half-maximal effect; % of control where 0% means no effect; nearly all actives have a fitted effect of over 65% in size
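Rescue of yeast growth: cells expressing toxic alpha-synuclein, induced in galactose at OD600 0.02, incubated with compound 24 h at 30 C. ATP luminescence quantified growth; inhibitors of toxicity appear as activators.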
D3 ag – activates the human D3 dopamine receptor. P35462. D3R DiscoveRx beta-arrestin cells, luminescence, 90 min. max activation, %. 410,000 compounds, 0.58% hits. AID 652048; in the data active = max activation above about 30%; note: 0% is about no effect; mostly tested at two doses, the higher about 12 µM
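Cells at 1500/well, incubated overnight, then treated with pinned compounds (dopamine as control) for 90 min at 37 degrees C. DiscoveRx reagent added for 30 - 60 minutes at room temperature; luminescence read.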
EPAC2 antag – EPAC2 (human) antagonism; Q8WZA2; EPAC2 GEF exchange of Rap1B-BODIPY-GDP, fluorescence; Potency, µM (highest dose often 114 µM), without a hit: at the top dose activity, negative = inhibition, actives largely listed as inhibitors; 360,000 compounds, 0.18% hits; note: potency is the fitted concentration of half-maximal effect; % is set by controls: 0 for no effect and ±100 for the full control effect; nearly all actives have a fitted effect of over 45% in size; many of its hits are not listed in these tables
TDP-43 yeast inh – TDP-43 toxicity inhibition in yeast | TDP-43 expressing yeast growth rescue, BacTiter-Glo, 24 h | Potency, µM (highest dose often 46.1 µM), without a hit: at the highest dose growth rescue (activation), most hits filed as activators | 410,000 compounds, 1.8% hits | AID 652104; note: potency is the fitted concentration of half-maximal effect; % of control where 0% means no effect; nearly all actives have a fitted effect of over 50% in size
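Yeast expressing TDP-43 (pregrown in raffinose, seeded at OD600=0.02 in galactose medium) exposed to compounds 24 hr at 30 deg C. Growth read by BacTiter-Glo luminescence; rescue of toxicity appears as increased signal.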
The depositor's hits bear a star; i = inactive; ? = inconclusive; · = not tested or not shown; [ ] = another dose, or the depositor's remark. Unless noted, calls come from the whole dose curve; as a rule, active = well fitted curve in the direction sought with a large enough effect; inconclusive = small, poorly fitted or top-dose-only effect, or another doubt; inactive = no such curve, though single readings can be large; an effect the other way counts as inactive or inconclusive.

Preview (two entries):
SMILES | DRD3 antagonist | EPAC2 ag | Abeta yeast res | FUS yeast rescue | aSyn yeast inh | D3 ag | EPAC2 antag | TDP-43 yeast inh
COc1ccc(-c2noc(-c3ccccc3F)n2)cc1 | 5 | 4% | -9% | 15% | -7% | -1 | -2% | 16%
CCc1cc(C(=O)N2CCCC(C(=O)c3ccc(C(F)(F)F)cc3)C2)n(C)n1 (stereo not given) | 17 | -12% | 10% | 31% | 2% | 1 | -11% | 28%

This part in full, from the first entry:
SMILES | DRD3 antagonist | EPAC2 ag | Abeta yeast res | FUS yeast rescue | aSyn yeast inh | D3 ag | EPAC2 antag | TDP-43 yeast inh
COc1ccc(-c2noc(-c3ccccc3F)n2)cc1 | 5 | 4% | -9% | 15% | -7% | -1 | -2% | 16%
CCc1cc(C(=O)N2CCCC(C(=O)c3ccc(C(F)(F)F)cc3)C2)n(C)n1 (stereo not given) | 17 | -12% | 10% | 31% | 2% | 1 | -11% | 28%
CCN(CC)CCNC(=O)CCCCCn1c(=O)[nH]c2cc(C(=O)OC)ccc2c1=O | -3 | -1% | 0% | 10% | 0% | -7 | -7% | 22%
Nc1c(C(=O)N/N=C/c2ccc(Cl)cc2)cnn1-c1ccccc1 | 6 | 11% | -1% | ? | 2% | 5 | 7% | 15%
CC(C)C(=O)OCC(=O)NCc1ccccc1Cl | 2 | 10% | ? | 2% | 0% | 1 | -1% | -13%
CC(=O)Nc1cccc(NC(=O)C2CCCN2C(=O)Nc2ccccc2C)c1 (stereo not given) | 18 | 13% | 2% | 1% | 0% | -3 | 3% | -13%
COc1ccc(S(=O)(=O)CCC(=O)Nc2ccc(OC)cc2OC)cc1 | -18 | 10% | 5% | 23% | 3% | 2 | -1% | 1%
O=C(Nc1ccccc1)Nc1cnccn1 | -7 | -1% | ? | -4% | 1% | -1 | 0% | 3%
CCS(=O)(=O)N1Cc2ccccc2CC1C(=O)Nc1ccc(OC)c(OC)c1 (stereo not given) | 10 | -1% | -10% | 47% | -4% | 13 | 2% | -20%
CCc1nnc(NC(=O)CN2C(=O)c3ccccc3S2(=O)=O)s1 | -10 | 13% | 2% | -5% | 0% | -3 | -4% | -4%
CCn1cc(C(=O)N2CCN(c3ccccn3)CC2)c(=O)c2cc(S(=O)(=O)N(C)C3CCCCC3)ccc21 | 17 | 4% | 0% | 15% | 1% | -1 | -11% | 11%
O=C(O)/C=C/C(=O)NCCNc1ncc(C(F)(F)F)cc1Cl | 8 | 7% | 24% | 1% | -11% | -12 | 1% | -11%
Cc1ccc(C2N3CC4([N+](=O)[O-])CN2CC([N+](=O)[O-])(C3)C4(C)C)cc1 (stereo not given) | 10 | 8% | 6% | -32% | 3% | 5 | 16% | 14%
Cc1cccc(C)c1NS(=O)(=O)c1cc2c3c(c1)CCN3C(=O)CC2 | -26 | 3% | 9% | 9% | 2% | 1 | 0% | 6%
O=C(NC1CCCCC1)C1CCCN1S(=O)(=O)c1ccc(F)cc1 (stereo not given) | 4 | 8% | -8% | 19% | 1% | 4 | 0% | 23%
O=c1c(NCc2cccs2)nccn1-c1ccc(F)cc1 | · | · | 5% | -4% | · | -3 | · | 0%
COc1cccc(NC(=S)N2CCCN(Cc3ccc(F)cc3)C2)c1 | ? | 11% | -17% | 30% | -2% | -14 | 1% | -9%
CCCn1ccnc1SC(C)C(=O)Nc1c(C)n(C)n(-c2ccccc2)c1=O (stereo not given) | 15 | 0% | -22% | -12% | 0% | 2 | 8% | 15%
O=C(NCc1ccncc1)c1ccc(NS(=O)(=O)c2ccccc2)cc1 | 3 | 3% | 6% | · | -4% | 9 | 6% | 18%
CCOc1cc(C(=O)OC(C)C(=O)Nc2ccccc2OC)ccc1OCC(=O)N1CCOCC1 (stereo not given) | 16 | 0% | -11% | 19% | 7% | 3 | 0% | 12%
Cc1ccc2occ(CC(=O)Nc3ccc(S(N)(=O)=O)cc3)c2c1 | · | · | -10% | 10% | · | 10 | · | -20%
N#Cc1cc2c(=O)n3ccccc3nc2n(-c2nnc(SCc3ccccc3)s2)c1=O | · | · | -2% | -30% | · | 1 | · | 16%
Cc1ccc(C(=O)O/N=C(\N)c2ccccn2)c(Cl)c1 | 17 | 2% | -89%[inhibitor] | -14% | -41%[inhibitor] | 2 | -21% | 13%
COc1ccc(CCN2CN(S(=O)(=O)c3ccc(C)cc3)c3nc4ccccc4nc32)cc1OC | 10 | 2% | 1% | -24% | 1% | 2 | 4% | 7%
CC1CN(CCOc2ccccc2[N+](=O)[O-])CC(C)O1 (stereo not given) | -94* | -1% | -2% | 0% | 1% | -12 | -10% | ·
COc1cccc2c3c(c(=O)[nH]c12)CC(C)(C)O3 | 3 | 8% | -7% | -24% | 13% | 0 | 7% | 27%
COc1ccccc1/C=N/NC(=O)c1sc(C)nc1C | 1 | 0% | 5% | 0% | 2% | 2 | -10% | -3%
CCOC(=O)c1ccc(N2C=C(C(=O)OC)C(c3ccc(OC)c(O)c3)C(C(=O)OC)=C2)cc1 | 10 | 11% | -7% | -17% | -1% | -2 | 30% | 7%
CC(=O)Nc1cccc(NS(=O)(=O)c2ccccc2[N+](=O)[O-])c1 | -3 | -2% | -3% | 28% | -3% | -1 | -2% | -24%
Cc1ccc(C)c(OCc2cc(C(=O)N3CCC(N4CCCC(O)C4)CC3)no2)c1 (stereo not given) | 3 | 12% | -3% | 9% | -3% | 2 | -1% | -8%

Record cards, from the list above. Screens in order: DRD3 antagonist | EPAC2 ag | Abeta yeast res | FUS yeast rescue | aSyn yeast inh | D3 ag | EPAC2 antag | TDP-43 yeast inh
CC(=O)Nc1cccc(NS(=O)(=O)c2ccccc2[N+](=O)[O-])c1 across the screens: -3 | -2% | -3% | 28% | -3% | -1 | -2% | -24%
CC1CN(CCOc2ccccc2[N+](=O)[O-])CC(C)O1 (stereo not given) across the screens: -94* | -1% | -2% | 0% | 1% | -12 | -10% | ·
CCOC(=O)c1ccc(N2C=C(C(=O)OC)C(c3ccc(OC)c(O)c3)C(C(=O)OC)=C2)cc1 across the screens: 10 | 11% | -7% | -17% | -1% | -2 | 30% | 7%
COc1ccccc1/C=N/NC(=O)c1sc(C)nc1C across the screens: 1 | 0% | 5% | 0% | 2% | 2 | -10% | -3%
Cc1ccc(C)c(OCc2cc(C(=O)N3CCC(N4CCCC(O)C4)CC3)no2)c1 (stereo not given) across the screens: 3 | 12% | -3% | 9% | -3% | 2 | -1% | -8%

(continued)
SMILES | DRD3 antagonist | EPAC2 ag | Abeta yeast res | FUS yeast rescue | aSyn yeast inh | D3 ag | EPAC2 antag | TDP-43 yeast inh
N=C1/C(=C\c2coc3ccccc3c2=O)C(=O)N=C2SC=CN12 | 12 | 112µM* | 19% | -17% | 4% | 2 | 157%[activator] | -6%
COC(=O)[C@@]1(C(C)C)N=C(c2cc(OC)c(OC)c(OC)c2)[C@]2(O1)C(=O)Nc1ccc(F)cc12 | 17 | -6% | 0% | 22% | ? | 3 | -24% | 23%
OC(CCc1ccncc1)c1ccccc1 (stereo not given) | -20 | 3% | -17% | -18% | -1% | 1 | 12% | ?
CCC1CCCCN1C(=O)c1cccc(S(=O)(=O)Nc2cc(C(F)(F)F)ccc2Cl)c1 (stereo not given) | 12 | -17% | -2% | 40% | -15% | 0 | ? | 5%
C/C(=N\c1nc2ccccc2n1C)c1cc(Cl)ccc1O | 19 | -1% | -9% | -34% | 1% | -6 | 8% | -9%
O=C(COC(=O)/C=C/c1ccc(Cl)c(Cl)c1)NC1CC1 | 0 | -1% | -25% | · | 24% | 0 | 1% | 10µM*
O=C(Cn1nc(-c2nn(CC(=O)c3ccccc3)c3[n+]2CCCCC3)[n+]2c1CCCCC2)c1ccccc1 | 0 | 20% | -12% | 11% | -6% | -16 | 3% | -4%
N#Cc1ccsc1NC(=O)c1cccc(-n2cnnn2)c1 | 8 | 3% | -10% | 8% | 4% | -3 | 14% | 0%
CCC1CCCCN1CCCNC(=O)c1ccc2c(=O)n(Cc3ccc(OC)cc3)c(=O)[nH]c2c1 (stereo not given) | 7 | 2% | 6% | 24% | -1% | 0 | 7% | 12%
CCOc1ccc(S(=O)(=O)NCCC(=O)NCc2ccco2)cc1 | i | -4% | 0% | -9% | -10% | 2 | 0% | -1%
COc1ccccc1/C=C1\CCCC2=C1Nc1nnnn1C2c1ccccc1OC (stereo not given) | -6 | 0% | 2% | · | 11% | 2 | -7% | 20%
COC(=O)c1c(NC(=O)C2COc3ccccc3O2)sc2c1CCN(C(C)=O)C2 (stereo not given) | 0 | -11% | 10% | · | 10% | 9 | -3% | 19%
CCOC(=O)c1ccc(NC(=O)Cn2cc(C(=O)c3ccc(Cl)cc3)c(=O)c3ccc(C)nc32)cc1 | · | · | -9% | -1% | · | 1 | · | 15%
O=C(CN1C(=O)c2ccccc2S1(=O)=O)NCCSC1CCCCC1 | -1 | 12% | -9% | ? | -9% | 3 | 20% | -27%
Cc1cc2[nH]c(=O)c(=O)[nH]c2cc1S(=O)(=O)Nc1cccc(Cl)c1 | 6 | 4% | 1% | -5% | -2% | -7 | -9% | 10%
O=[N+]([O-])C(=C1Nc2ccccc2N1)C(Cl)=C(Cl)Cl | -11 | 2% | 23% | -2% | -7% | 4 | -8% | 17%
O=C(COC(=O)CCOc1ccccc1)NCCC1=CCCCC1 | -6 | 6% | 15% | 21% | 3% | 2 | -9% | -15%[1.82 µM]
C/C(=N\NC(=S)Nc1cc(S(=O)(=O)N2CCOCC2)ccc1Cl)c1ccccc1F | ? | 11% | 2% | · | 4% | -3 | -9% | ?
Nc1ncnc(Sc2ccccc2)c1[N+](=O)[O-] | -8 | -4% | -35% | · | 10% | 3 | -5% | 19%
COc1cccc(OC)c1NC(=O)CN(C)S(=O)(=O)c1ccc2c(c1)OCCO2 | -9 | 0% | -9% | -29% | 5% | 6 | -2% | -4%

Not all compounds are listed; count on the stated rates, not on these rows.
